# Bioassay records deposited in PubChem by Sanford-Burnham Center for Chemical Genomics.
# H9c2 TAG inh: triacylglycerol accumulation inhibition. H9c2 cells, Nile Red lipid (TAG) fluorescence; cells loaded with 200 µM oleic acid. inhibition, % at 12.5 µM. 0.66% of 230,000 active. AID 651582;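 active means pattern-corrected inhibition of lipid staining of at least 50% with the nuclear-stain viability signal not falling by more than 50%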;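 further: 0% = DMSO wells and 100% = triacsin C control wells; some results filed as inactive read as strong as hits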
# H9c2 TAG inh DAPI viability: second read-out of H9c2 TAG inh, no call of its own (marks repeat the call); DAPI nuclei signal change (viability), lower = more cytotoxic, %;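 whole-well DAPI fluorescence read on a plate reader as a viability signal; minus 50 percent equals half of cells still viable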
# Starred values were filed as active, the others as inactive. An excerpt, so the mix of outcomes need not match the whole.
SMILES,H9c2 TAG inh,H9c2 TAG inh DAPI viability
O=C(NC(=S)N1CCN(C/C=C/c2ccccc2)CC1)c1ccc(F)cc1,-15,-6
Cc1cnc(C(=O)N2CCN(S(=O)(=O)c3cccc(Br)c3)CC2)cn1,4,6
O=C(NN1C(=O)c2ccccc2NC1c1ccoc1)c1ccc([N+](=O)[O-])cc1 (configuration not stated),-10,12
CCC(=O)n1nc(NCc2ccccc2OC)nc1NCc1ccccc1OC,6,-3
c1ccc(CC2CCN(c3nnnn3-c3ccccc3)CC2)cc1,-14,9
O=C(C1=C[C@H](c2ccc(Br)cc2)C[C@H](OCCCCO)O1)N1CCN(Cc2ccccc2)CC1,-11,1
O=S(=O)(Nc1ccc(Cl)cn1)c1ccc(Cl)cc1,18,-3
COc1ccc(S(=O)(=O)NC(=O)C2(C)CCN2C(=O)CC2CC2)cc1 (configuration not stated),5,3
CC1=C/C(=C(\c2cc(C)c(O)c(Br)c2)c2ccccc2S(=O)(=O)O)C=C(Br)C1=O,-15,6
O=S(=O)(Nc1ccc(Cl)cn1)c1cnc(Cl)c(Br)c1,3,4
COc1cc(CNC2CCCC2)c(Br)cc1OCc1ccccc1,-7,24
Cc1ccc(S(=O)(=O)N2CCOCC2)cc1C(=O)N1CCN(S(=O)(=O)c2ccccc2F)CC1,-6,3
CN(C)S(=O)(=O)c1cccc(-c2nn(-c3ccccc3)cc2/C=C2\SC(=S)N(CC(=O)O)C2=O)c1,5,-10
CC(=O)c1ccc(NC(=S)NC(NC(=O)c2ccco2)C(Cl)(Cl)Cl)cc1 (configuration not stated),-20,-8
Cc1cc([N+](=O)[O-])ccc1NC(=O)CCC(=O)N1CCCCC1,6,3
CCOc1ccccc1-c1cnc(NC)cn1,-10,18
Cc1cccc(C(=O)O/N=C/c2ccc(Br)cc2)c1,12,-8
C[C@H](NC(=O)c1ccco1)C(=O)NC1CCCCCC1,2,2
CSc1ccc(C(=O)C2CCCN(S(=O)(=O)N(C)C)C2)cc1 (configuration not stated),6,-16
CC(C)C(c1nnnn1C(C)(C)C)N1CCN(Cc2cccnc2)CC1 (configuration not stated),12,-14
CC(C)(C)c1ccc(/C=C2\SC(=O)N=C2N)cc1,-6,-5
COc1ccc(-c2sc3cc4c(cc3c2C#CC2(O)CCCCC2)OCO4)cc1,13,29
Cc1ccc(-c2n[nH]c(=S)n2/N=C/c2ccncc2)cc1,1,-12
O=C(CCC(=O)N1CCCCCC1)Nc1ccc([N+](=O)[O-])cc1,-3,52
Cc1[nH]c(=S)c(C#N)c(C)c1Cc1ccc(Cl)cc1Cl,14,3

# Later entries
SMILES,H9c2 TAG inh,H9c2 TAG inh DAPI viability
CC(C)C(c1nnnn1Cc1ccc(F)cc1)N1CCN(C2CCCC2)CC1 (configuration not stated),13,2
COCCNC(=O)CSc1nnc(NC(=O)C2CC(=O)N(c3ccccc3OC)C2)s1 (configuration not stated),4,8
O=C(COc1ccc([N+](=O)[O-])cc1)NNC(=O)Nc1cccc(F)c1,1,4
O=C(O)c1ccccc1NS(=O)(=O)c1cccc(NS(=O)(=O)c2cc(Br)ccc2Br)c1,8,11
COc1cc(/C=C(\NC(C)=O)C(=O)O)cc(OC)c1OC,5,5
COc1ccc(NC(=O)CNCc2ccc(Cl)cc2)cc1S(=O)(=O)N1CCOCC1,14,-11
O=C(NCCCc1ccccc1)C(=O)NCC1OCCN1S(=O)(=O)c1cc(F)ccc1F (configuration not stated),1,-3
COCCN1C(=O)CS/C1=C(/C#N)C(=O)NCc1ccco1,0,-10
CCN(CC)S(=O)(=O)c1ccc(C(=O)NCC(c2ccc(OC)cc2)N2CCOCC2)cc1 (configuration not stated),-5,-7
CCOC(=O)Nc1ccc2c(CN3CCN(S(=O)(=O)c4ccccc4F)CC3)cc(=O)oc2c1,6,-3
COc1ccc(Cc2nnc(NC(=O)c3cc(OC)c(OC)c(OC)c3)s2)cc1,8,5
CN(CC(=O)NC1CC1)S(=O)(=O)c1ccc(Br)cc1,-4,-4
O=C(NCc1ccc2c(c1)CCO2)Nc1ccccc1,-5,2
N/C(=N\O)c1ccccc1N1CCCCC1,5,-9
CCOC(=O)N1CCN(C(=O)c2ccc(CNS(=O)(=O)c3ccc(OC)cc3)cc2)CC1,-1,-3
CC1CCN(C(=O)c2ccc(NC(=O)C3CCCO3)cc2)CC1 (configuration not stated),-3,-1
CCC(=O)NC(=S)Nc1ccc(NC(=O)c2ccco2)cc1,-2,9
CC(OC(=O)C1CC2CCCC(C1)C2=O)C(=O)Nc1cccc([N+](=O)[O-])c1 (configuration not stated),-12,-3
CCOC(=O)CC(=O)Nc1ccc(C(=O)OCC)cc1,-11,0
COc1cc(NC(=S)Nc2ccccn2)c(OC)cc1Cl,-9,20
COC(=O)C1=C(C)N(Cc2ccccc2)C(=NCCc2cccnc2)N[C@H]1c1ccccc1,-18,2
CC[C@@]12C(=O)N(c3ccc(C)cc3)C(=O)N1[C@H](c1cccc(C)c1)[C@@H]1C(=O)N(Cc3ccccc3)C(=O)[C@@H]12,11,-8
COc1ccc(CCN(C)C(=O)CN2C(=O)c3ccccc3S2(=O)=O)cc1OC,16,0
c1ccc2c(c1)ncn2CCC1CCCCC1,10,0
CCOc1ccc(NC(=O)CN(C)C(=O)C2CC2C)cc1OCC (configuration not stated),2,2

# 6 of these compounds, set out differently:
smiles	H9c2 TAG inh	H9c2 TAG inh DAPI viability
Cc1ccc(-c2n[nH]c(=S)n2/N=C/c2ccncc2)cc1	1	-12
O=C(CCC(=O)N1CCCCCC1)Nc1ccc([N+](=O)[O-])cc1	-3	52
Cc1[nH]c(=S)c(C#N)c(C)c1Cc1ccc(Cl)cc1Cl	14	3
CC(C)C(c1nnnn1Cc1ccc(F)cc1)N1CCN(C2CCCC2)CC1 (configuration not stated)	13	2
COCCNC(=O)CSc1nnc(NC(=O)C2CC(=O)N(c3ccccc3OC)C2)s1 (configuration not stated)	4	8
O=C(COc1ccc([N+](=O)[O-])cc1)NNC(=O)Nc1cccc(F)c1	1	4

# Next structures follow.
SMILES,H9c2 TAG inh,H9c2 TAG inh DAPI viability
COc1ccc(Br)c(C(=O)N2CCCC2(C)C(=O)NCC(C)C)c1 (configuration not stated),-6,-1
COC(=O)CSc1snnc1-c1ccc(Cl)c(Cl)c1,5,4
CN1CCN(/C=N/c2c(C#N)cnn2-c2ccccc2)CC1,3,2
COc1cc(NC(=S)N2CCN(c3ccccn3)CC2)cc(OC)c1,2,7
COCc1ccc([C@@H]2C[C@H]3CN(Cc4cccc(Cl)c4)C(=O)[C@]34CCCN24)o1,-23,-5
O=C(O)c1ccc(-c2ccc(O)c(F)c2)cc1,6,-5
C=CCC[C@H](Cc1ccc(F)cc1)C(=O)OC[C@@H](Cc1c[nH]c2ccccc12)NC(=O)[C@@H](CC=C)CC(=O)N[C@H](CO)Cc1ccccc1,12,-2
CCOC(=O)/C(C#N)=C/N1CCOCC1,3,3
c1ccc2nc3c(nc2c1)[nH]c1ccccc13,1,10
Cc1cccc(NS(=O)(=O)c2cccc3nsnc23)c1,-2,-7
CCOC(=O)c1c(C=O)c2ccccc2n1CC,16,-17
Clc1ccc(Nc2c3c(nc4ncnn24)CCC3)cc1,9,-8
CCCC(=O)Nc1nc(C)c(-c2csc(Nc3ccccc3OC)n2)s1,1,-4
CCCCN1CCCCC1(C)C(=O)NCc1cccc(OC)c1 (configuration not stated),-9,1
Cc1ccc2c(c1)nnn2C1CCN(C(=O)C23CC4CC(CC(C4)C2)C3)CC1,4,-12
CN(C)CC/C=C1\c2cc(Cl)ccc2Sc2cc(F)c(F)cc21,7,16
O=C(NNC(=O)c1ccncc1)Nc1cc(Cl)ccc1Cl,13,6
COc1ccc2c(c1)c1nc(SCC(C)C)n(CCO)c(=O)c1n2C,5,24
O=C(CNS(=O)(=O)c1ccccc1)N1CCN(C(=O)c2ccco2)CC1,0,0
Cc1cc(OCCOc2cccc3cccnc23)cc(C)c1Cl,-10,1
c1ccc(CCn2nnnc2C(c2cccs2)N2CCOCC2)cc1 (configuration not stated),-12,0
Cc1ccc(C)c(C2=CSC3=NS(=O)(=O)CCN23)c1,8,0
O=S(=O)(Nc1cccnc1)c1ccc(Br)c2ccccc12,3,-4
COc1ccc(Cl)cc1Cn1c(C)c(C(=O)NCc2cccc([N+](=O)[O-])c2)sc1=O,7,-8
CCn1c2ccccc2c2cc(NC(=O)CSc3nnc(-c4ccccc4)o3)ccc21,13,-7

# (continued)
SMILES,H9c2 TAG inh,H9c2 TAG inh DAPI viability
CNc1ccc2ncc(-c3ccccc3C(C)=O)n2n1,-7,2
CCN(C(=O)COC(=O)CSc1ccccc1)c1c(N)n(Cc2ccccc2)c(=O)[nH]c1=O,10,-3
CC(=O)Nc1ccc(NC(C)=O)s1,-14,5
NC(CSC1(c2ccccc2)c2ccccc2-c2ccccc21)C(=O)O (configuration not stated),-13,9
Cc1ccc(OCC(=O)NNC(=O)c2cc3ccccc3o2)cc1,-10,3
Cc1cc(C)n(-c2ccc(C(=O)Nc3ccc4c(c3)OCO4)cc2)n1,-19,4
Cc1ccc(NC(=O)COC(=O)[C@@H]2CC(O)CN2S(=O)(=O)c2ccc3c(c2)OCCO3)cc1 (some centres not stated),-4,-3
COc1ccc(NC(=O)Nc2ccccc2F)c(C)c1,-1,3
O=C(NC(=S)NCCCN1CCOCC1)c1cccc2ccccc12,9,13
Fc1ccc(/C=N\Nc2cccc(F)c2)cc1,-5,10
Cc1ccc(CNC(=O)C2CCCN2C(=O)Nc2cccc(Cl)c2)cc1 (configuration not stated),8,4
NC(=O)c1ccc(C(=O)N/N=C(/Cc2ccccc2)c2ccccc2)cc1,-6,44
O=C(Oc1cccc2cccnc12)c1cccs1,11,1
Cc1noc(C)c1CSCC(=O)Nc1cc(C(F)(F)F)ccc1N1CCOCC1,-6,-7
O=C(CSc1nnc(COc2ccc(Cl)cc2)o1)N1CCN(c2ccccc2)CC1,-4,-4
O=C(CSc1ncn(-c2ccccc2)n1)N1CCc2ccccc21,-24,13
COc1ccc2c3c(cccc13)N(C)N=C2C,3,8
CC(=O)c1c(C)[nH]c(C(=O)NCCN2CCC(C)CC2)c1C,1,5
Cc1ccc(S(=O)(=O)N(C)C)cc1NC(=O)COC(=O)C1CCCC1,17,-10
NC(=O)c1cccc(Nc2nc(C(N)COCc3ccccc3)cs2)n1 (configuration not stated),13,-6
COc1cc(C2CC(=O)Oc3c2c(=O)n(C)c2ccccc32)cc(OC)c1OC (configuration not stated),-5,-3
O=C(NCCCC1CCCC1)C1CCC(=O)N(Cc2ccccc2F)C1 (configuration not stated),9,-5
CCNC(=O)c1ccccc1-c1nc(-c2ccccc2OC)no1,4,-7
Cc1ccccc1OCC(=O)OCC(=O)NC1CCCCCC1,17,-4
CCOc1ccc(S(=O)(=O)NCCC(=O)N2CCC(Cc3ccccc3)CC2)cc1,-1,-4

# 3 compounds out of the list, ordered by count of non-hydrogen atoms, rising.
SMILES,H9c2 TAG inh,H9c2 TAG inh DAPI viability
Cc1cc(C)n(-c2ccc(C(=O)Nc3ccc4c(c3)OCO4)cc2)n1,-19,4
NC(=O)c1cccc(Nc2nc(C(N)COCc3ccccc3)cs2)n1 (configuration not stated),13,-6
NC(=O)c1ccc(C(=O)N/N=C(/Cc2ccccc2)c2ccccc2)cc1,-6,44

# One compound at a time (already shown). Values in the order: H9c2 TAG inh, H9c2 TAG inh DAPI viability
# `COc1ccc(NC(=O)Nc2ccccc2F)c(C)c1` is listed with -1, 3
# `COc1cc(C2CC(=O)Oc3c2c(=O)n(C)c2ccccc32)cc(OC)c1OC` (configuration not stated) is listed with -5, -3
# `Cc1ccc(CNC(=O)C2CCCN2C(=O)Nc2cccc(Cl)c2)cc1` (configuration not stated) is listed with 8, 4
# `Cc1ccccc1OCC(=O)OCC(=O)NC1CCCCCC1` is listed with 17, -4
# `CC(=O)Nc1ccc(NC(C)=O)s1` is listed with -14, 5

# Following part
SMILES,H9c2 TAG inh,H9c2 TAG inh DAPI viability
CCN(C[C@H]1N[C@@](CC)(C(=O)OC)[C@H]2C(=O)N(Cc3ccccc3)C(=O)[C@@H]12)S(=O)(=O)c1ccc(C)cc1,12,-9
CC1CCCCC1NC(=O)Cn1ncc2ccccc21 (configuration not stated),2,-4
COc1ccccc1C(=O)Nc1ccccc1N1CCN(C(=O)c2ccc(Cl)cc2)CC1,-11,4
Cc1ccnc2nc(C(=O)Nc3nc4ccccc4s3)nn12,11,-14
CCc1nnc(NCC(=O)N2CCc3ccccc32)s1,20,-14
COc1ccc(-c2nc(CN(C)C(C)c3ccon3)c(C)o2)c(C)c1C (configuration not stated),-8,-2
COc1ccccc1CCC(=O)Oc1ccc(C#N)cc1OC,-7,5
COc1ccc(CN(C)Cc2nc3cc(OC)c(OC)cc3c(=O)[nH]2)c(OC)c1,1,1
O=C(OCc1nnc(-c2ccccc2)o1)c1ccc2ccccc2n1,14,5
CCCCN(CC)Cc1ccc(CNC(=S)Nc2cccc(F)c2)o1,-17,6
CCOc1ccc(OCCCC(=O)Nc2cc(S(=O)(=O)N3CCOCC3)ccc2N2CCOCC2)cc1,-13,-14
CSC1=C(C#N)C(c2ccncc2)C(C(=O)Nc2ccccc2)=C(C)N1 (configuration not stated),-21,-6
CCN(Cc1ccccc1)C(=O)CSc1nc(C)cc(C)c1C#N,-17,-3
CCOC(=O)N1CCN(C(=O)COc2ccc(Cl)cc2C)CC1,15,-12
CC(=O)Nc1ccc(-c2noc(-c3csc([C@@H]4C[C@H](O)[C@@H](CO)O4)n3)n2)cc1,-8,-5
CCOc1ccc(CCNC(=O)COC(=O)COc2ccc(C(=O)CC)cc2)cc1OCC,22,4
Cc1nn(CC(=O)Nc2ccc(N3CCOCC3)cc2)c(C)c1Br,-5,-9
CCCCCCCCc1c(O)nc(-n2[nH]c(C)c(CCO)c2=O)[nH]c1=O,-19,0
Cc1ccc(C)c2[nH]c(=O)c(CCNC(=O)c3ccco3)cc12,12,8
COc1ccccc1CNC(=S)NCc1ccc(F)cc1,-2,4
O=C(C[C@H]1C[C@@H]2c3cc(NS(=O)(=O)c4ccccc4)ccc3O[C@@H]2[C@H](CO)O1)N1CCOCC1,-1,7
COc1cc(C)c(C#N)c(OC)n1,-5,4
C=CCn1c(N)c(C(=O)Nc2cccc(C)c2)c2nc3ccccc3nc21,49,10
